Screens (PubChem BioAssay)
Arrestin-AP2 inh: blocks beta-arrestin peptide binding to AP2 adaptin | inhibition, % at 10 µM | 0.31% of 340,000 active | FITC-arrestin peptide / GST-AP2 beads, flow cytometry; AP2 beta2 appendage carries R879A mutation;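 active = inhibition above a set limit, near 3 SD of compounds lacking own fluorescence, cut at about 54% in these data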;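 also: plate controls were DMSO wells for no effect and 5 µM unlabelled arrestin peptide for full effect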
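System: GST-tagged AP2 beta2-adaptin appendage (R879A) on 4 µm glutathione beads / Reagent: FITC-arrestin peptide, 50 nM / Detection: HyperCyt-sampled flow cytometry, FL1 channel, ex 488/em 535 nm / Timing: 12 min plus 1 h, RT / Buffer or medium: PBS plus Tween 20 (0.05%) and BSA (0.1%)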
HTR5A ag: counter-screen for OPRM1-OPRD1 agonists: human HTR5A agonism | P47898 | HTR5A agonist assay, luminescence, cell-based | activation, % at 9.3 µM | 0.61% of 340,000 active; in the data active = activation mostly above about 9.5%, no sharp cut-off; inactive = mostly below about 7.6%;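 also: 0% = cells with vehicle only and 100% = reference agonist; strong numbers were not always called active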
Target sequence (P47898 whole entry, looked up): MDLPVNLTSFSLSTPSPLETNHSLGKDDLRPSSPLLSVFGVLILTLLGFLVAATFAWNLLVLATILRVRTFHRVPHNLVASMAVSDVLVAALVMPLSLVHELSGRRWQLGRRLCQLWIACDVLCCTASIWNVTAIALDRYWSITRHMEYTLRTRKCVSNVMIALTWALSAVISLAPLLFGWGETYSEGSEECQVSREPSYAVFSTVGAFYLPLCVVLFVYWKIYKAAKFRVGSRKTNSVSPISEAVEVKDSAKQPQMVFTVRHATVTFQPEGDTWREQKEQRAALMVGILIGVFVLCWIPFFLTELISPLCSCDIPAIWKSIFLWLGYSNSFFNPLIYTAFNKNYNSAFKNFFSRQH
V-ATPase pH: regulators of yeast V-ATPase proton transport; AID 504577; S. cerevisiae, pHLuorin cytosolic pH fluorescence; 0.37% of 350,000 active; response, % at 10 µM; in the data active = response mostly above about 7.3%, no sharp cut-off; inactive = mostly below about 5.4%; also: actives read high; inactives centre near 0; some compounds called inactive have numbers as strong as hits; reference of the scale not given here
MOR-DOR ag: agonists of human mu-delta opioid receptor heterodimerization. AID 504326. 0.3% of 340,000 active. activation, % at 9.3 µM. cells, OPRM1-OPRD1 heterodimerization, luminescence. P35372+P41143; in the data active = activation above about 18%;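 also: 0% = vehicle-treated cells and 100% = reference agonist; values of inactives mirror those of a sister screen read the other way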
PKA-R1A act: PKA-R1A complex activation | PKA-R1A dissociation, Cy5-IP20 fluorescence polarization; scaled: DMSO 0%, 113 µM cGMP 100% | activation, % at 11.4 µM | 0.083% of 340,000 active;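 active = percent activation above the mean of all tested compounds plus 3 SD, cut at about 19% in these data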;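 also: higher means more PKAc released from R1A so a rise in polarization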
DAGLB inhibitor: diacylglycerol lipase beta (human) inhibition; 0.059% of 340,000 active; HEK293T DAGLB membrane lysate, EnzChek fluorogenic substrate; inhibition, % at 5.17 µM; in the data active = inhibition above about 34%;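 also: 0% = enzyme with vehicle and 100% = wells lacking enzyme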
Target sequence (Q8NCG7 whole entry, looked up): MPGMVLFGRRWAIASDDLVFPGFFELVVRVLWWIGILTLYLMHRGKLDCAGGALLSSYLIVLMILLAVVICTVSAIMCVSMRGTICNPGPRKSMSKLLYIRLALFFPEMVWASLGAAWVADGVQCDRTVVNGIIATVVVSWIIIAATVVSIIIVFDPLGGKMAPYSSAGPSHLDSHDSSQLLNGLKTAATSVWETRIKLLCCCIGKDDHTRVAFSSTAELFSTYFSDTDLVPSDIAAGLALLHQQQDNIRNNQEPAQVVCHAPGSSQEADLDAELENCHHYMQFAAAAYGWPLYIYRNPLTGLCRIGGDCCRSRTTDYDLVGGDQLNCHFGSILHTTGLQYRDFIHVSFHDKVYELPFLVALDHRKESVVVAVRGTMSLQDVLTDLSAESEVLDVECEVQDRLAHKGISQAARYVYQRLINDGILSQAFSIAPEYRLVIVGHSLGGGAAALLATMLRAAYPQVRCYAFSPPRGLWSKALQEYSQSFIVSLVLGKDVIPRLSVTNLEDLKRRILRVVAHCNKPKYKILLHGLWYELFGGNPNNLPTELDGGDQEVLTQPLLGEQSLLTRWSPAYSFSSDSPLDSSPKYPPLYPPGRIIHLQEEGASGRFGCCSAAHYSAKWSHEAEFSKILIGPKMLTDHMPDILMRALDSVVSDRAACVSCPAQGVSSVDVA
Pemphigus Ab inh: human desmoglein-3 autoantibody binding inhibition | P32926 | 0.48% of 310,000 active | AID 588358 | binding (percent of control), % at 10 µM | DSG3-coupled beads, scFv-anti-DSG3-GFP binding, flow cytometry; stronger effect = lower value;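 active = binding more than 3 SD below its plate's average and above zero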;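 also: hits lower antibody fragment binding to DSG3; some compounds called inactive have numbers as strong as hits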
PKA-R2B activ: activators of human PKA-R2B complex | P22694+P31323 | 0.079% of 340,000 active | AID 504700 | PKA-R2B holoenzyme dissociation, Cy5-IP20 fluorescence polarization; R2B truncated from residue 108, S112A mutant; 0% DMSO only, 100% 113 µM cGMP | activation, % at 11.4 µM;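 active = activation above a cutoff set at the mean over all compounds plus 3 SD, cut at about 18% in these data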;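 also: higher means more holoenzyme dissociation and a rise in polarization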
HTR5A inv ag: counter-screen for OPRM1-OPRD1 inverse agonists: human HTR5A inverse agonism; P47898; HTR5A cell line, luminescence; inhibition, % at 9.3 µM; 0.083% of 340,000 active; AID 504634; in the data active = inhibition mostly above about 23%, no sharp cut-off; inactive = mostly below about 18%;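 also: 0% = cells with DMSO and 100% = no-cell wells with DMSO; some compounds called inactive have numbers as strong as hits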
MOR-DOR inv ag: inverse agonist of human OPRM1-OPRD1 heterodimerization. P35372+P41143. AID 504357. 0.21% of 340,000 active. inhibition, % at 9.3 µM. cell-based MOR-DOR heterodimer luminescence, inverse agonism; in the data active = inhibition above about 22%, passing the limit was not always enough;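 also: 0% = cells with DMSO and 100% = wells without cells with DMSO; values of inactives mirror those of a sister screen read the other way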
Active calls of the source: *; x = no result given.

SMILES	Arrestin-AP2 inh	HTR5A ag	V-ATPase pH	MOR-DOR ag	PKA-R1A act	DAGLB inhibitor	Pemphigus Ab inh	PKA-R2B activ	HTR5A inv ag	MOR-DOR inv ag
O=C(Oc1ccc(C(=S)N2CCOCC2)cc1)c1cc([N+](=O)[O-])cc([N+](=O)[O-])c1	-1	1	0	8.3	-2	-4	88	6	-3	-38
CCCNC(=O)c1ccc(Cn2c(=S)[nH]c3c([nH]c4ccc(OC)cc43)c2=O)cc1	26	-3	1	4.1	-9	10	103	-7	10	-22
Cc1ccccc1-c1nc(S(=O)(=O)c2ccccc2)c(N2CCCC2)o1	27	5	3	-3.0	-3	-1	100	0	-12	12
Cc1cc(Cl)c(O)c(-n2nc3ccccc3n2)c1	4	-2	-2	0.0	2	-3	100	-11	-1	0
O=C(NNC(=O)c1ccccc1[N+](=O)[O-])c1ccc(NC(=O)c2ccccc2)cc1	0	1	-3	-2.2	-15	-2	x	-1	16	12
CC1CN(S(=O)(=O)c2cc(C(=O)N(C)Cc3cccs3)ccc2Cl)CC(C)O1 (configuration not stated)	20	-1	-3	-0.7	9	-2	100	0	2	3
COCCn1c(=O)[nH]c2cc(C(=O)NCCc3ccc(OC)c(OC)c3)ccc2c1=O	16	-2	1	-2.0	-7	-2	x	-3	5	12
O=C(CC(NCc1ccccn1)C(=O)O)Nc1ccccc1Cl (configuration not stated)	-10	2	3	0.8	-3	1	109	-8	-40	-4
Cc1sc2ncnc(SCC(=O)N3CCN(C(=O)c4ccco4)CC3)c2c1C	7	1	3	-0.8	-20	1	101	7	-2	5
CC(=O)N/N=C/c1ccccc1OCCOc1cccc(C)c1	0	-1	7	-3.0	2	-1	121	-3	2	14
Cc1cc(C)c(C)c(S(=O)(=O)NC2CCCCC2)c1C	-3	6	-3	5.7	5	-7	101	4	-28	-39
O=C(N/N=C\c1ccc(F)cc1)c1csnn1	7	-6	-1	-2.5	-14	1	x	-4	15	11
CC1=CC(C)(C)N2C(=O)C3(C(C#N)=C(N)Oc4cc(C)oc(=O)c43)c3cccc1c32 (configuration not stated)	-6	-2	-2	-2.0	5	0	99	2	6	12
Fc1ccc(CN2C3=NCCCN3c3ccccc32)cc1	3	1	1	-3.9	-9	0	98	0	-3	20
Cc1ccc(N(CC(=O)NC(C)C)C(=O)CCC(=O)Nc2nccs2)c(C)c1	-9	3	3	-1.5	8	-1	88	-2	-10	7
Cc1ccc(C)c(N2CCN(C(=O)Cn3cccc3)CC2)c1	-11	3	2	-1.9	6	6	96	2	-18	10
CC(=O)C1=C(O)C(=O)N(CCNCCO)C1c1ccccc1 (configuration not stated)	17	-1	3	-0.1	1	-2	x	2	-6	0
O=C(O)C1(O)C[C@H](O)C(O)[C@@H](O)C1 (some centres not stated)	5	0	-1	-0.8	-3	4	91	0	1	4
COc1ccc(NC(=O)CN2C(=O)COc3ccc(S(=O)(=O)N4CCCCC4)cc32)cc1OC	-9	-2	0	-3.3	6	-1	82	-5	-5	17
CC(=O)N(C)/C=C1\Sc2ccccc2C1=O	5	0	-8	2.4	-2	1	105	-5	1	-10
Nn1c(SCC(=O)Nc2ccc(F)cc2)nnc1-c1cccnc1	0	-6	-1	0.3	2	0	119	14	14	-2
Cc1nc(N2CCN(C(=O)c3ccco3)CC2)c(C#N)c2c1CCCC2	-3	0	-5	-0.7	4	-8	107	6	1	4
CC(=O)N1c2ccccc2C2CCCC[C@@H]21 (some centres not stated)	33	-2	3	-0.4	-4	-4	106	1	15	2
COc1ccccc1/C=C/C=N/NC(=O)c1ccco1	-17	0	-1	-1.8	4	1	114	-6	-21	9
O=C(CSc1nnc(-c2ccc(O)cc2)n1Cc1ccco1)c1ccccc1	-5	-1	-3	0.8	-5	1	x	0	4	-4
COC(=O)c1ccccc1NC(=S)NC(=O)COc1ccc(C)cc1	7	-1	-1	1.1	2	-20	97	-6	-13	-6
CC1(C)Cc2cccc(OCC(=O)OCC(=O)NCc3ccc(F)cc3)c2O1	-3	-2	-3	-1.8	9	-5	101	5	6	10
CCCn1c(SCC(=O)N2c3ccc(F)cc3CCC2C)nnc1-c1ccccn1 (configuration not stated)	-3	1	-2	-2.8	4	-1	89	-4	-26	15
Cc1ccc(S(=O)(=O)NCCS(=O)(=O)N2CCN(c3ccccc3)CC2)cc1	3	4	0	-0.3	3	-3	x	-6	-20	2
N#CCCN(C(=O)COc1ccc(C#N)cc1)c1ccc(F)cc1	15	8	3	-1.0	-1	-1	112	-11	18	5
COc1ccc2c(c1OC)C(=O)OC2N1C(=O)CC[C@H]1C(=O)Nc1ccc2c(c1)OCO2 (some centres not stated)	17	7	0	-0.4	1	1	106	-3	0	2
Cc1cc(C=C(C#N)C#N)c(C)n1-c1ccccc1	8	-1	3	-0.8	-5	-4	x	-5	-20	5
O=C1c2cccnc2C(=O)N1Cc1ccc(S(=O)(=O)N2CCN(c3ccc(Cl)cc3)CC2)cc1	-4	0	-4	0.9	0	6	73	3	-17	-5
COc1cc(-c2cc(C(=O)Nc3cc(S(=O)(=O)N4CCOCC4)ccc3C)c3ccccc3n2)cc(OC)c1OC	24	1	-1	-0.5	-7	-2	100	-2	4	3
CCOc1ccccc1NC(=O)c1ccc(NC(=O)c2ccco2)cc1	-2	-11	7	-2.6	2	-4	104	4	31	14
CC1CCCCN1C(=O)c1cc(F)c(F)cc1Cl (configuration not stated)	-3	-1	2	-2.0	-3	-1	94	-4	5	11
CCNc1ccc([N+](=O)[O-])cc1	1	-10	2	-3.0	15	0	x	-4	26	15
O=C(NCCc1cn2ccccc2n1)c1ccc(Br)o1	4	8	1	0.8	13	-1	96	5	-38	-5
Cc1c(C(=O)NC2CCCCC2)oc2ccc(F)cc12	-10	1	-1	9.2	-2	-6	x	-2	-7	-58
C=CC[C@H](CC(=O)OC(C)(C)C)C(=O)OC[C@@H]1CCCN1C(=O)[C@@H](CC=C)CC(=O)NCCO	x	2	1	-1.4	4	0	101	8	-17	8
CCOc1ccc(CCNC(=O)COC(=O)c2cccnc2Cl)cc1OCC	52	2	-2	-0.8	-1	-1	107	16	-5	5
NC(=O)COC(=O)CCCc1nc2ccccc2s1	-2	2	2	-2.0	5	-1	104	-6	-3	9
COc1ccc(C(=O)Nc2cccc(NC(C)=O)c2)cc1OC	16	4	0	-1.1	-13	-1	102	3	3	5
CCOc1ccc2nc(SCC(=O)N(CC(C)C)c3c(N)n(CC(C)C)c(=O)[nH]c3=O)[nH]c2c1	39	-5	1	-0.9	5	-2	103	-4	10	3
CC1=CC2(C#N)C3(N=C(N)C2(C#N)C(c2ccccc2)N1)OCCO3 (configuration not stated)	6	-3	-3	0.2	-11	4	103	-5	7	-1
CN(C)CCNc1ccc2ncn3c4ccc(O)cc4c(=O)c1c23	4	-1	-11	-0.3	0	-23	x	8	4	2
O=C1c2cccc(OCC(=O)N3CCCc4ccccc43)c2CCN1Cc1ccc(Br)cc1	9	7	1	-0.6	2	-3	x	-6	2	3
COc1cc2[nH]c(=S)n(N(C(C)=O)C(C)=O)c(=O)c2cc1OC	-2	-1	-2	0.2	-3	1	x	6	-11	-1

Looked up by structure from the entries so far:
SMILES	Arrestin-AP2 inh	HTR5A ag	V-ATPase pH	MOR-DOR ag	PKA-R1A act	DAGLB inhibitor	Pemphigus Ab inh	PKA-R2B activ	HTR5A inv ag	MOR-DOR inv ag
CCNc1ccc([N+](=O)[O-])cc1	1	-10	2	-3.0	15	0	x	-4	26	15
Cc1c(C(=O)NC2CCCCC2)oc2ccc(F)cc12	-10	1	-1	9.2	-2	-6	x	-2	-7	-58
COc1ccc(C(=O)Nc2cccc(NC(C)=O)c2)cc1OC	16	4	0	-1.1	-13	-1	102	3	3	5
COc1cc2[nH]c(=S)n(N(C(C)=O)C(C)=O)c(=O)c2cc1OC	-2	-1	-2	0.2	-3	1	x	6	-11	-1

Carrying on.
SMILES	Arrestin-AP2 inh	HTR5A ag	V-ATPase pH	MOR-DOR ag	PKA-R1A act	DAGLB inhibitor	Pemphigus Ab inh	PKA-R2B activ	HTR5A inv ag	MOR-DOR inv ag
CCOC(=O)c1sc(=S)n(C)c1NC(=O)c1ccc(F)cc1	4	-1	3	-3.0	7	-2	116	-13	-13	16
Cc1nn(Cc2ccccc2Cl)c2sc(C(=O)NC(C)(C)C)cc12	-4	0	1	0.1	-10	-2	82	4	-1	0
COc1ccc(-c2nnc(Nc3nc4c(OC)cccc4s3)o2)cc1	-5	4	-1	-1.8	-9	12	96	-9	-30	11
Cc1ccc(-c2nc3ccc(Cl)cc3n2OC(C)C(=O)O)cc1 (configuration not stated)	2	-1	-1	1.2	11	1	109	-9	3	-9
COC(=O)c1c(C)n(-c2ccc(C)cc2)c2ccc(O)cc12	-3	-1	-3	7.3	-4	-1	106	-10	2	-39
O=C(CSc1nnc2c(n1)[nH]c1ccc(F)cc12)Nc1ccccc1F	30	0	0	-3.8	-9	-3	97	-4	-2	17
O=C(OCCCN=C1NS(=O)(=O)c2ccccc21)c1ccccc1F	-5	9	1	-1.3	1	-1	108	5	14	6
COc1cc(NC(=O)COc2cccc3c2OC(C)(C)C3)cc(OC)c1OC	10	14*	2	-0.2	-19	0	97	7	-50	1
C=C(C)CN=c1scc(C)n1/N=C/c1ccco1	2	-2	-6	3.3	-5	3	105	-6	-6	-20
CC(=O)Nc1nc(CC(C)C)cc2c1c(=O)oc1ccccc12	-1	-1	1	-3.0	-5	0	x	6	18	12
CCCCSc1nc(C)c(CC(=O)OC)c(=O)[nH]1	7	5	-2	-0.8	-1	2	99	-12	16	5
O=[N+]([O-])c1ccc([C@H](O)[C@H](CO)N=Cc2ccccc2O)cc1	-3	-1	-1	-2.2	-3	0	114	3	12	12
CCN(CC)c1cc(CS(=O)c2ccccc2)nc(-c2ccccc2)n1 (configuration not stated)	6	1	0	-0.6	3	-1	105	6	-2	3
O=C1OC(Oc2ccc(Br)cc2)(c2ccccc2)c2ccccc21 (configuration not stated)	-3	4	1	3.8	2	-7	124	-9	-16	-20
COc1ccc(C(=O)Nc2cccc(OC(=O)c3ccc(C)c(C)c3)c2)cc1	6	2	-4	4.3	-19	-22	114	-8	1	-20
COCCCN(Cc1cccs1)S(=O)(=O)c1c[nH]c(C(=O)OC)c1	9	3	19	1.0	4	-1	104	-2	-1	-5
Cc1c(C(=O)N2c3ccccc3Sc3ccccc32)cccc1[N+](=O)[O-]	29	4	-5	4.3	-14	-4	99	-1	6	-24
COc1ccccc1NC(=O)/C=C/C(=O)O	-6	-3	4	-0.1	7	-1	101	-6	-17	1
O=C(O)COc1ccc(-c2nnn(Cc3ccccc3F)n2)cc1	-7	6	-3	-4.5	-2	-1	x	-14	-2	19
COc1ccc(C)cc1Nc1nnc(C)c(=O)[nH]1	-6	-3	0	-3.5	7	-1	99	-4	-3	17
